Assay outcomes as filed in PubChem BioAssay.
GluA2 TARP mod: modulators of AMPA receptor GluA2-stargazin complexes | HEK293 GluA2+stargazin, membrane potential dye (FDSS), glutamate EC50; hits were called plate by plate, in both directions | calls only at 30 µM | 3.5% of 40,000 active | AID 1259245;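 active = any of four per-well response measures lying three or more SD from its plate-wide compound average, in either direction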
Target sequence (O88602 whole entry, looked up): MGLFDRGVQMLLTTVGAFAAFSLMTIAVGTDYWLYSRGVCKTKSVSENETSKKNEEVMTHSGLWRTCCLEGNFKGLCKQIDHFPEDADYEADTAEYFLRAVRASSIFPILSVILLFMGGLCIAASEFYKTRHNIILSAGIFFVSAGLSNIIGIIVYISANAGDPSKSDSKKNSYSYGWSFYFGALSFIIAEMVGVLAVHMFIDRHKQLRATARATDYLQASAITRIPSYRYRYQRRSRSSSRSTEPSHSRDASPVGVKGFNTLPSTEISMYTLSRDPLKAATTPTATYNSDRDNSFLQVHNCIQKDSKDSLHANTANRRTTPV
Target sequence (P19491 whole entry, looked up): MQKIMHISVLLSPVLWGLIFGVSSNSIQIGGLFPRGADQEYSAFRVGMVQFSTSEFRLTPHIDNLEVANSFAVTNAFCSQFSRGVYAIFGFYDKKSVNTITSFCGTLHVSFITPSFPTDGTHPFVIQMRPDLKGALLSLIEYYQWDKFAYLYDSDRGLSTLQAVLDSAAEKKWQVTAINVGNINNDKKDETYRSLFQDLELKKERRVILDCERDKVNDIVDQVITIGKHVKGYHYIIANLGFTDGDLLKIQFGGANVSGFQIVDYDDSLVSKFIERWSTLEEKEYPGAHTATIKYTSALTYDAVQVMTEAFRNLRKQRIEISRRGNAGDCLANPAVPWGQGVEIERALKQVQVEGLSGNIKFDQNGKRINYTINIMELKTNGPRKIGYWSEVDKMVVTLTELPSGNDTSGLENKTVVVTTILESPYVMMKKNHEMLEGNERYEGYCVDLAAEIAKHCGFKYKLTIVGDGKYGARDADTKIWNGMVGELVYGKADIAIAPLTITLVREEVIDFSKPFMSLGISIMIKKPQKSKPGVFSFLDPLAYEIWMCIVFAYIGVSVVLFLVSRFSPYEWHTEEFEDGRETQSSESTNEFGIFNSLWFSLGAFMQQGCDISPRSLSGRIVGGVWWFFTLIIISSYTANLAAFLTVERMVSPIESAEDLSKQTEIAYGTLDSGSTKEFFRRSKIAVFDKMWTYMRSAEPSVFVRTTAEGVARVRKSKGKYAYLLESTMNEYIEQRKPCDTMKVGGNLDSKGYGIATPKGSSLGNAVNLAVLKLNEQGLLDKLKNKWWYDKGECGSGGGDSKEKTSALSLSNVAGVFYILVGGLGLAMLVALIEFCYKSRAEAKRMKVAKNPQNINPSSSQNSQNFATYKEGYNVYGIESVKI
GluA2 TARP mod agonism max-min: recorded beside GluA2 TARP mod, whose call it bears; compound max-min signal; compound-alone response (agonism);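 unitless range of fluorescence divided by baseline over first 100 seconds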
GluA2 TARP mod glutamate slope: second read-out of GluA2 TARP mod, no call of its own (marks repeat the call); glutamate slope, % of max; measured here: glutamate response slope, % max;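 scaled per plate between vehicle wells and maximal 1 mM glutamate control wells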
An asterisk follows results filed as active; i = inactive. Only part of the results is shown; the hit share may differ from the screen's.

Compound,GluA2 TARP mod,GluA2 TARP mod agonism max-min,GluA2 TARP mod glutamate slope
COc1ccccc1N1CCN(C(c2cccs2)C(C)NS(=O)(=O)c2ccc(Cl)cc2)CC1 (stereo not given),i,0.13,58
O=C(/C=C/c1ccco1)N1CCC(Cn2cccn2)CC1,i,0.098,66
O=C(NCCN1CCC(c2cccs2)CC1)c1cc(C2CC2)on1,i,0.076,60
COc1ccc(CCC(=O)N2CCN(c3nccn3-c3cccc(Cl)c3)CC2)cc1,i,0.1,51
O=C(CCCS(=O)(=O)c1ccccc1)Nc1ccccc1-c1nc2ccccc2s1,i,0.051,86
O=S(=O)(NCC(O)(c1cccs1)C1CC1)c1ccc2c(c1)CCCC2 (stereo not given),i,0.13,44
COc1ccc(NC(=O)Cc2csc(Nc3cccc(C(F)(F)F)c3)n2)c(OC)c1,i,0.096,66
CS(=O)(=O)c1ccc(Nc2nc(CC(=O)NCCC3=CCCCC3)cs2)cc1,i,0.089,63
Cn1cc(NC(=O)N2CCCc3ccccc32)c2ccccc21,i,0.15,57
CC1CCN(C(=O)CNC(=O)c2c[nH]c3ccccc23)CC1,i,0.09,65
COC(=O)c1ccc2c(=O)n(CCCC(=O)NC3CCN(Cc4ccccc4)CC3)c(=S)[nH]c2c1,i,0.19,67
CCCn1c(=O)c2nscc2n(CC(=O)Nc2ccccc2C(=O)OC)c1=O,i,0.08,62
O=C(NCC1(c2ccccc2)CCOCC1)c1ccccc1C(F)(F)F,i,0.071,58
O=C(Nc1ccc2cn[nH]c2c1)C1CN(C(=O)c2cccs2)C1,i,0.067,61
Cc1noc(C)c1S(=O)(=O)N1CCC2(CC1)OCCN2S(=O)(=O)c1cccs1,i,0.06,65
COC(=O)CN1CCN(c2nc3c(c(=O)[nH]c(=O)n3C)n2Cc2cc(C)ccc2C)CC1,i,0.061,0
Cc1ccc(NC(=O)C(=O)NCCC(O)c2ccco2)cc1N1CCCC1=O (stereo not given),i,0.055,60
CN1CCN(Cc2c(NC(=O)c3ccc(F)cc3)sc3c2CCCC3)CC1,i,0.19,56
Cc1nnc(SCC(=O)Nc2ccc(S(N)(=O)=O)cc2)s1,i,0.11,51
O=C(CSc1ccc(NC(=O)c2ccco2)nn1)NC1CCCC1,i,0.088,41
COc1cn(CC(=O)Nc2cccc(Cl)c2)c(CSc2nc(C)cs2)cc1=O,i,0.046,63
O=C1OC2CC1N(C(=O)Nc1ccc3c(c1)OCO3)C2 (stereo not given),i,0.12,53
COc1ccc(CCNC(=O)CCc2csc(NC(=O)c3ccccc3)n2)cc1OC,i,0.11,68
Cc1ccc(NC(=S)N2CCC(O)CC2)c(C)c1,i,0.054,41

Brought forward from above: two compounds, followed by the next part.
Compound,GluA2 TARP mod,GluA2 TARP mod agonism max-min,GluA2 TARP mod glutamate slope
COc1ccc(CCNC(=O)CCc2csc(NC(=O)c3ccccc3)n2)cc1OC,i,0.11,68
Cc1ccc(NC(=S)N2CCC(O)CC2)c(C)c1,i,0.054,41
O=C(CCCn1nc(-c2cccs2)ccc1=O)Nc1ccc2cn[nH]c2c1,i,0.025,25
COc1ccc(-c2nc(COC(=O)c3nnn(-c4cccc(SC)c4)c3C)c(C)o2)cc1,i,0.094,68
COc1cccc(CNC(=O)C(=O)NCCC2CCCCN2S(=O)(=O)c2ccc(Cl)cc2)c1 (stereo not given),i,0.075,66
C=CCn1c(SCC(=O)N(C)C)nc2scc(-c3ccc(C)cc3)c2c1=O,i,0.09,60
COc1cccc(NC(=O)Cn2c(C)cc(C)c(C#N)c2=O)c1,i,0.11,69
CCCOC(=O)c1ccc(Oc2c(C)oc3cc(O)ccc3c2=O)cc1,i,0.079,79
COc1ccc(NC(=O)NCC(C)(O)C2CC2)cc1OC (stereo not given),i,0.12,64
O=C(C1CCN(c2ccc(-c3ccc(F)cc3)nn2)CC1)N1CCOCC1,i,0.15,76
COc1ccc(CCNC(=O)C(=O)NCC2COC3(CCCC3)O2)cc1 (stereo not given),i,0.079,52
O=C(NCC1(c2cccs2)CCOCC1)c1cnc2ccccc2n1,i,0.11,53
COc1ccccc1CCNC(=O)CN1C(=O)c2ccccc2S1(=O)=O,i,0.071,45
O=C(COc1ccccc1)NCC1(c2cccs2)CCCC1,i,0.074,50

An excerpt from above in order of their number in GluA2 TARP mod glutamate slope, falling.
molecule | GluA2 TARP mod glutamate slope
O=C(C1CCN(c2ccc(-c3ccc(F)cc3)nn2)CC1)N1CCOCC1 | 76
COc1ccc(-c2nc(COC(=O)c3nnn(-c4cccc(SC)c4)c3C)c(C)o2)cc1 | 68
COc1cccc(CNC(=O)C(=O)NCCC2CCCCN2S(=O)(=O)c2ccc(Cl)cc2)c1 (stereo not given) | 66

(listing goes on)
Compound,GluA2 TARP mod,GluA2 TARP mod agonism max-min,GluA2 TARP mod glutamate slope
CCc1ccc(NCCn2c(C)cn3c4c(=O)[nH]c(=O)n(C)c4nc23)cc1,i,0.089,65
CC(C)N(C(=O)Cn1c(=O)c2c(N3CCN(C(=O)C4CC4)CC3)ccnc2n(C)c1=O)C(C)C,i,0.084,70
CSc1ccccc1CN1CCC(CNS(=O)(=O)Cc2ccccc2)CC1,i,0.11,43
O=C(NCc1cccc2ccccc12)Nc1ccc(CC(=O)N2CCCC2)cc1,i,0.13,46
O=C(CSc1ncnc2c1[nH]c1ccccc12)N1CCN(c2ccc(F)cc2)CC1,i,0.12,56
Cc1ccc(S(=O)(=O)NCCN2CCN(c3ccccn3)CC2)cc1,i,0.039,63
CCCN(CCC)C(=O)c1cc2c(n(-c3ccc(Cl)c(Cl)c3)c1=O)CC(C)(C)CC2=O,i,0.043,53
COc1ccc(C(=O)N2CCN(c3ncnc4c3nnn4-c3ccccc3)CC2)cc1OC,i,0.028,43
O=C(NCC(O)(c1ccco1)C1CC1)C(=O)Nc1ccccc1Cl (stereo not given),i,0.12,68
COc1cc(-c2cc(C(=O)N/N=C/c3ccc(N(C)C)cc3)[nH]n2)ccc1OC(C)C,i,0.1,65
COC(=O)CC1C(=O)NCCN1C(=S)NC(=O)c1ccc(OC)c(I)c1 (stereo not given),i,0.053,44
COc1ccccc1-n1c(C)c(C)n2c3c(=O)n(CC(=O)OCc4ccccc4)c(=O)n(C)c3nc12,i,0.043,31
CN(C)S(=O)(=O)c1ccc(C(=O)N2c3ccccc3CC2C(N)=O)cc1 (stereo not given),i,0.097,55
O=C(NCc1ccccn1)C(=O)NCC1COC2(CCCC2)O1 (stereo not given),i,0.082,42
CCSc1ccccc1C(=O)NCC1CCN(S(=O)(=O)C2CC2)CC1,i,0.052,23
COc1ccc(S(=O)(=O)N2CCC(C(=O)Nc3sc4c(c3C(N)=O)CCCC4)CC2)cc1,i,0.087,53
Cn1c(=O)[nH]c(=O)c2c1nc(Nc1ccc(C(N)=O)cc1)n2CC(=O)O,i,0.051,50
CCCCc1ccc(-n2c(C)c(C)n3c4c(=O)n(CCOC)c(=O)n(C)c4nc23)cc1,i,0.06,79
COc1ccc(-c2nnc(C3CCCN(C(=O)Nc4ccccc4)C3)s2)cc1 (stereo not given),i,0.067,59
O=C(c1ccco1)N1CCN(S(=O)(=O)CCCOc2ccc3c(c2)OCO3)CC1,i,0.063,58
Cc1cn2c3c(=O)n(CCN4CCCCC4)c(=O)n(C)c3nc2n1C1CCCC1,i,0.026,37
CCS(=O)(=O)c1ccc(CC(=O)Nc2ccc(C(C)=O)cc2)cc1,i,0.067,58
CC(=O)Nc1ccc(NC(=O)C(=O)NCCc2ccc3c(c2)CCCN3C)cc1,i,0.074,-2
COc1ccc(S(=O)(=O)Nc2ccccc2C(=O)Nc2ccc(OC)cc2[N+](=O)[O-])cc1,i,0.13,60

Four entries from above, with each value named:
structure: COc1ccc(CCNC(=O)CCc2csc(NC(=O)c3ccccc3)n2)cc1OC
- GluA2 TARP mod: i
- GluA2 TARP mod agonism max-min: 0.11
- GluA2 TARP mod glutamate slope: 68

structure: Cc1ccc(NC(=S)N2CCC(O)CC2)c(C)c1
- GluA2 TARP mod: i
- GluA2 TARP mod agonism max-min: 0.054
- GluA2 TARP mod glutamate slope: 41

structure: O=C(CCCn1nc(-c2cccs2)ccc1=O)Nc1ccc2cn[nH]c2c1
- GluA2 TARP mod: i
- GluA2 TARP mod agonism max-min: 0.025
- GluA2 TARP mod glutamate slope: 25

structure: COc1ccc(-c2nc(COC(=O)c3nnn(-c4cccc(SC)c4)c3C)c(C)o2)cc1
- GluA2 TARP mod: i
- GluA2 TARP mod agonism max-min: 0.094
- GluA2 TARP mod glutamate slope: 68

(cont.)
Results follow in this order: GluA2 TARP mod | GluA2 TARP mod agonism max-min | GluA2 TARP mod glutamate slope
- O=C(NCc1cccs1)C(=O)NCC1CCN(C(=O)c2cccnc2)CC1
    i | 0.089 | 54
- CSc1ncccc1C(=O)N1CCC(CNC(=O)C2COc3ccccc3O2)CC1 (stereo not given)
    i | 0.082 | 39
- O=C(Cc1cc(-c2ccco2)on1)Nc1ccc(OC(F)(F)F)cc1
    i | 0.078 | 33
- COc1ccc(C(=O)Nc2nonc2-c2ccccc2)cc1OC
    i | 0.11 | 59
- CN(c1ccccc1)S(=O)(=O)c1ccc(C(=O)Nc2ccc(S(N)(=O)=O)cc2)cc1
    i | 0.069 | 56
- Cc1ccc(CNC(=O)CSc2ccnc3c2c(=O)n(C)c(=O)n3C)cc1
    i | 0.056 | 32
- O=C(Nc1ccc2c(c1)N(C(=O)c1ccco1)CC2)c1ccc2nsnc2c1
    i | 0.22 | 46
- COc1ccc(C(=O)N(CCN2CCOCC2)c2nc3c(OC)ccc(C)c3s2)cc1
    i | 0.18 | 51
- CSc1ccccc1NC(=O)C(=O)NCC(c1ccc(F)cc1)N1CCOCC1 (stereo not given)
    i | 0.043 | 49
- Cc1ccc(Nc2ccc(NC(=O)C(C)(C)Oc3ccc(Cl)cc3)cc2)nn1
    i | 0.12 | 49
- COc1ccc(Cl)cc1NC(=O)Nc1ccc2c(c1)CC(=O)N2
    i | 0.14 | 49
- COc1ccc(CNC(=O)CC2CCCCN2S(=O)(=O)c2ccc(OC)cc2)cc1 (stereo not given)
    i | 0.046 | 60
- CC(C)(C)C(=O)N1CCc2ccc(NS(=O)(=O)c3cccc(Cl)c3)cc21
    i | 0.058 | 78
- O=C(NCCC1=CCCCC1)C(=O)NCC1CCN(C(=O)c2cccnc2)CC1
    i | 0.069 | 62
- O=C(CCC1CCCCC1)NCCn1ncc2c(N3CCN(c4ncccn4)CC3)ncnc21
    i | 0.036 | 42
- COc1ccc(S(=O)(=O)Nc2ccc(C(=O)Nc3sc4c(c3C#N)CCCCC4)cc2)cc1
    i | 0.1 | 50
- Cc1ccc(CN2C(=O)N(c3ccc(C)c(Cl)c3)C3CS(=O)(=O)CC32)cc1 (stereo not given)
    i | 0.13 | 64
- O=C(CCS(=O)(=O)c1ccc(Cl)cc1)Nc1nnc(CSc2ccccc2)o1
    i | 0.096 | 55
- C=CCN1C(=O)SC(CC(=O)Nc2cccc3ccccc23)C1=O (stereo not given)
    i | 0.13 | 68
- CCOc1ccc(-c2ccc(OCCNS(=O)(=O)c3cc(C(F)(F)F)ccc3Cl)nn2)cc1
    i | 0.078 | 51
- COCCCNC(=O)c1cc(-c2ccc(OC)cc2)nc2c1c(C)nn2C1CCS(=O)(=O)C1 (stereo not given)
    i | 0.11 | 68
- CCOC(=O)CSc1nc2sc(C)cc2c(=O)n1Cc1ccco1
    i | 0.076 | 62
- CN(C)C(CNC(=O)C(=O)NCCc1ccccc1)c1cccs1 (stereo not given)
    i | 0.092 | 96
- COc1ccccc1CNC(=O)c1ccc(=O)[nH]n1
    i | 0.043 | 55
- COc1ccc(S(=O)(=O)N2CCCC(C(=O)N3CCNC(=O)C3C)C2)cc1 (stereo not given)
    i | 0.059 | 17
- COc1ccc(NC(=O)c2ccc(=O)n(CC(=O)NCc3cccc(OC)c3)n2)cc1
    i | 0.027 | 41
- COc1ccc(SCC(=O)Nc2nc(-c3cccc([N+](=O)[O-])c3)cs2)cc1
    i | 0.079 | 71
- COc1cc(S(=O)(=O)NCc2ccccc2)ccc1F
    i | 0.093 | 55
- CCOc1ccccc1-c1nc(Cn2nnc(C(=O)Nc3ccc(OC)cc3OC)c2C)c(C)o1
    i | 0.11 | 60
- O=S(=O)(c1ccc(F)cc1)N1CCN(Cc2nnnn2-c2cccc(F)c2)CC1
    i | 0.096 | 67
- CCC(C)c1ccc(Cn2c(C3CC(=O)N(C)C3)nc3ccccc32)cc1 (stereo not given)
    i | 0.11 | 70
- O=C(CCS(=O)(=O)c1ccccc1)NCCCn1nc(-c2ccccc2)ccc1=O
    i | 0.057 | 44
- COc1ccc(Cl)cc1S(=O)(=O)Cc1nc(-c2ccc3c(c2)OCO3)no1
    i | 0.09 | 52
- COc1ccc(OC)c(-c2ccc(SCC(=O)NCCc3ccccc3)nn2)c1
    i | 0.029 | 43
- CCc1cc2c(Nc3ccccc3)ncnc2s1
    i | 0.071 | 52
- COc1cn(CC(=O)Nc2ccc(F)cc2F)c(CSc2ccc(Cl)cc2)cc1=O
    i | 0.09 | 45
- Cc1cn2c3c(=O)[nH]c(=O)n(C)c3nc2n1CCCC(=O)O
    i | 0.12 | 56
- COC(=O)C1=C(C)NC(=O)NC1c1ccc(Cl)c(Cl)c1 (stereo not given)
    i | 0.14 | 70
- O=C(Nc1ccc2c(c1)N(S(=O)(=O)c1ccc(F)cc1)CCC2)c1cnc2ccccc2n1
    i | 0.11 | 46
- O=C(O)C1CCN(c2ccc(C(F)(F)F)cn2)CC1
    i | 0.08 | 40
- Cc1ccc(N2C(=O)CNC2=S)cc1
    i | 0.087 | -1
- COc1cccc(-c2nnc(NC(=O)c3ccc(OC)c(OC)c3)o2)c1
    i | 0.15 | 36
- O=C(Nc1ccc2ncsc2c1)c1ccc(S(=O)(=O)N2CCOCC2)cc1
    i | 0.079 | 51
